# Compound activity (PubChem)
# KDM5B inhibitor – Primary screen for KDM5B Histone Demethylases FDH-coupled qHTS. Potency, µM (doses to about 57.7 µM), for the others: top-dose activity change, negative = inhibition, most hits filed as inhibitors. Lysine-specific demethylase 5B (Homo sapiens), Q9UGL1. 2.6% of 220,000 active. KDM5B demethylase, FDH-coupled NADH fluorescence (FDH is formaldehyde dehydrogenase); active means well fitted inhibition curve with a large enough effect; inconclusive means small, poorly fitted or top-dose-only effect; inactive means no such curve, though single readings can be large or run the other way; further: 0% is about no effect; nearly all actives have a fitted effect of over 70% in size
# Target sequence (Q9UGL1 whole entry, looked up): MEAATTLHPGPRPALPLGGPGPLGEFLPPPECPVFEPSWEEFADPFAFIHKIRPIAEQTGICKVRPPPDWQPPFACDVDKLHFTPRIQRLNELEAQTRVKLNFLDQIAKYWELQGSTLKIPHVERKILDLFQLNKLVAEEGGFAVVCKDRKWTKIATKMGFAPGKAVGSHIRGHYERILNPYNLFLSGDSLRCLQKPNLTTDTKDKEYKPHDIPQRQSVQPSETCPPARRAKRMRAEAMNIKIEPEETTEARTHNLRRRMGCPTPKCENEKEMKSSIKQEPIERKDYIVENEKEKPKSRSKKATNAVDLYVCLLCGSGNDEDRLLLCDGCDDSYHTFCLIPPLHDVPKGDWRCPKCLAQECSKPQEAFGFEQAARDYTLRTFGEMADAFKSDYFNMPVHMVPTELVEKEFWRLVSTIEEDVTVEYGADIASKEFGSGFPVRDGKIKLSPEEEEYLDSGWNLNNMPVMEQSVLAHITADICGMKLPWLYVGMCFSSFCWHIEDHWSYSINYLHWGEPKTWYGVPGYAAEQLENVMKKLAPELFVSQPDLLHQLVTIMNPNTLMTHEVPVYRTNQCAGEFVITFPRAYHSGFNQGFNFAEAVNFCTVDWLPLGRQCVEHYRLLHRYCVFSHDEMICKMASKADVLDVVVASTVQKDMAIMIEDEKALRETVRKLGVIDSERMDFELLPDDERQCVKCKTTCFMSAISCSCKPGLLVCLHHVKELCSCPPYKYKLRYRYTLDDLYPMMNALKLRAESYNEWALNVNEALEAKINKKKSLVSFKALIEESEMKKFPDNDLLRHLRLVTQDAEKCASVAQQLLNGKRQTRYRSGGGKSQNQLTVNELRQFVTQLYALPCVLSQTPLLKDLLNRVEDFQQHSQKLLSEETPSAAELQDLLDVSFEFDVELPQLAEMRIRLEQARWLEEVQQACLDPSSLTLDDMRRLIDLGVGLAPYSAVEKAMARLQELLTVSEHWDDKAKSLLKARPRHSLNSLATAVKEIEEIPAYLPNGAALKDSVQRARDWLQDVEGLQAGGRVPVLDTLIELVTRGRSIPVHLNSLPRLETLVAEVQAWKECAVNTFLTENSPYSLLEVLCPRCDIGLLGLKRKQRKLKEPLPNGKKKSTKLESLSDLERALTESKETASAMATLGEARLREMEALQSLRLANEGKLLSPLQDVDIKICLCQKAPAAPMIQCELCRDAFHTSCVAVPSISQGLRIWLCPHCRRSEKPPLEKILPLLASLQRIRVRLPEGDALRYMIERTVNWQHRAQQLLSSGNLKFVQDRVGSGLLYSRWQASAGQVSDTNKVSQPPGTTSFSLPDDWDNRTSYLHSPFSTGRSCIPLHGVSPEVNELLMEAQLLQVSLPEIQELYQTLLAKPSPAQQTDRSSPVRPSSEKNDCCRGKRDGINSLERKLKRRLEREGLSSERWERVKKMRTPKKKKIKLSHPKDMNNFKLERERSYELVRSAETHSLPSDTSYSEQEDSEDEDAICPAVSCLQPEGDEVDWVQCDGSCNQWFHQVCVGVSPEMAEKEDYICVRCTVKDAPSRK
#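 Compound dilutions met 200 nM (final) KDM5BΔAP for 10 min at room temperature before substrate addition. The substrate mix held 12.5 µM H3K4me3 with cofactors 25 µM α-ketoglutarate and 50 µM Fe²⁺. NADH signal gain over 30 min defined activity.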
# * = called active by the depositor; u = inconclusive; [ ] = dose if it differs, or a comment. Potency means the concentration at half of the fitted maximal effect. Some of the compounds tested; count on the stated rates, not on these rows.
# The opening 7 entries as a preview:
SMILES,KDM5B inhibitor
COCCC(=O)N1CCC2(CC1)CC(N(C(=O)c1ccccc1)C1CC1)CCO2 (stereo not given),-6%
CCN1CCN(CCCNC(=O)c2cnn(-c3ccc(C)cc3C)c2C2CCN(C(=O)OC(C)(C)C)CC2)CC1,17%
Fc1ccc(/C=N/Nc2ccccc2)cc1F,-1%
CCCCN(c1ccccc1)c1ncnc2c1cnn2-c1ccc(Cl)cc1,u
Cc1ccc(F)cc1NC(=O)c1nn(C)c(=O)c2ccccc12,-6%
N#Cc1ccccc1OCC(=O)NC(=O)NC1CCCC1,10%
O=C(CC(F)(F)F)N1CCC(N2C(=O)C(O)C23CCCCC3)CC1 (stereo not given),3%

# All compounds of this part, previewed entries included:
SMILES,KDM5B inhibitor
COCCC(=O)N1CCC2(CC1)CC(N(C(=O)c1ccccc1)C1CC1)CCO2 (stereo not given),-6%
CCN1CCN(CCCNC(=O)c2cnn(-c3ccc(C)cc3C)c2C2CCN(C(=O)OC(C)(C)C)CC2)CC1,17%
Fc1ccc(/C=N/Nc2ccccc2)cc1F,-1%
CCCCN(c1ccccc1)c1ncnc2c1cnn2-c1ccc(Cl)cc1,u
Cc1ccc(F)cc1NC(=O)c1nn(C)c(=O)c2ccccc12,-6%
N#Cc1ccccc1OCC(=O)NC(=O)NC1CCCC1,10%
O=C(CC(F)(F)F)N1CCC(N2C(=O)C(O)C23CCCCC3)CC1 (stereo not given),3%
CCOC(=O)c1ccccc1NC(=O)CN1C(=O)NC2(CCOCC2)C1=O,u
Cc1ccc(NCc2cc3cc4c(cc3n(CC(=O)Nc3ccc(C)cc3)c2=O)OCCO4)cc1,-1%
Cc1ncc(-c2ccc(C)c(S(=O)(=O)Nc3cccc(Cl)c3)c2)o1,12%
Cc1ccc2c(c1)C(c1ccccc1)N(C(=O)c1ccc(OC(C)C)cc1)CC(=O)N2 (stereo not given),-25%
CC(C)N1C[C@H](C(=O)NCCc2ccccc2)[C@H](C(=O)O)C1,-16%
COc1ccc(NC(=O)N2C[C@@H]3C[C@H](C2)c2ccc(NC(=O)Nc4ccccc4)c(=O)n2C3)cc1,u
CCn1nc(C(=O)OCC(N)=O)c2ccccc2c1=O,3%
CCn1ccc(C(=O)N2CCC(Oc3ccccc3-c3nc(C4CCOCC4)no3)C2)n1 (stereo not given),u
CCOC(=O)c1ccccc1NC(=O)Nc1cc2c(cc1N1CCCC1)n(C)c(=O)n2C,u
OC(CNCc1ccc(-c2ccccc2)cc1)c1ccccc1 (stereo not given),-20%
CCNC(=O)[C@@H]1C[C@H](n2cc(CN(C)C(=O)OC)nn2)CN1,u
Cc1ccc(-n2ncc(C(=O)N3CCc4ccccc4C3)c2C2CCN(C(=O)OC(C)(C)C)CC2)cc1C,-10%
CCOc1ccc(CN(C)CC(O)COc2ccc(C)cc2C)cc1OC (stereo not given),-21%
Cc1c(C(=O)N(Cc2ccccc2)Cc2cccs2)cnn1-c1ccc(Cl)cc1,6%
CCC(CC)C(NC(=O)CCc1cccs1)c1ccccc1 (stereo not given),1%
COc1ccc(OC)c(S(=O)(=O)Nc2ccc(-c3ccc(N4CCC(C)CC4)nn3)cc2)c1,u
COc1ccc(S(=O)(=O)N2CCc3ccccc32)cc1C(=O)OCC(=O)Nc1ccccc1,-15%
CCCN(CC1CCOC1)S(=O)(=O)c1cn(C)cn1 (stereo not given),11%
# Following part.
SMILES,KDM5B inhibitor
Cc1ccc(NC(=O)CSc2nccn2C2CCCC2)cc1Cl,-22%
O=C(CSc1nc2c([nH]c3ccccc32)c(=O)n1-c1ccc(F)cc1)NC1CCCCC1,3%
CN(Cc1cccn1C)[S+](=O)([O-])c1cccc(C(F)(F)F)c1,-8%[86.2 µM]
Cc1ccc(CC2CCOC3(CCN(C(=O)c4cccc(C#N)c4)CC3)C2)cc1 (stereo not given),15%
Cc1cccc(CNC(=O)CCCN2C(=O)CCn3nc(-c4cccn4C)cc32)c1,u
CCc1noc(-c2ccn3c(CNC(=O)c4cccc(Cl)c4)nnc3c2)n1,u
Cc1c(CC(=O)Nc2ccc(C(F)(F)F)cc2)c(=O)oc2cc(O)ccc12,u
O=C(c1ccc(F)cc1Cl)N1CCC(Cc2nc(-c3ccc(F)cc3)no2)CC1,17%
O=C(c1ccc(F)cc1)N1CCCC(N2CCN(Cc3ccc4c(c3)OCO4)CC2)C1 (stereo not given),-13%
O=C(NCCCc1ccccc1)C1CN(c2ccccc2)C(=O)N1 (stereo not given),-4%[86.2 µM]
Cc1[nH]c2ccccc2c1CN1CCN(c2ccccn2)CC1,10%
Cc1ccc(C(=O)Nc2cccc3ncccc23)cc1,15%
Cc1nn(C)c2c1c(-c1ccccc1)cc(=O)n2Cc1ccccc1Cl,u
COC(=O)c1ccccc1S(=O)(=O)N1CCCC(c2nc3c(nnn3Cc3ccc(C)cc3)c(=O)[nH]2)C1 (stereo not given),-12%
O=C(N[C@H]1CCN2C(=O)c3cc(-c4ccc5c(c4)OCO5)ccc3NC(=O)[C@H]12)C1CCCC1,u
C[C@@H]1CN(c2ccc(C#N)cn2)C[C@@]1(O)C1CC1,u
COc1ccc(-c2cc(C[C@H]3CNCC[C@H]3CC(=O)NCc3cccs3)no2)cc1,u
CCCN(CCC)C(=O)Cn1c(=O)n(CCCC(=O)NCc2ccco2)c(=O)c2sccc21,13%
COC(=O)c1ccccc1NC(=O)c1ncoc1-c1ccco1,-41%
CC(=O)Nc1ccc(S(=O)(=O)NCCC(=O)N2CCC(Cc3ccccc3)CC2)cc1,29%
COC(=O)C1=CN(CC(=O)Nc2cccc(Cl)c2)S(=O)(=O)N=C1C,6%
CSc1ccc(/C=C/C(=O)Nc2ccc(I)cc2C)cc1,-17%
O=C(/C=C/c1cc(Br)ccc1O)c1ccco1,u
O=C1CC2CCCC(C1)N2C(=O)C1CCCC1,-17%[86.2 µM]
COc1cccc(CN2Cc3cc(NC(=O)CC(C)(C)C)ccc3OC(C)C2=O)c1OC (stereo not given),u

# Reformatted with each value named: entries from further up.
CCC(CC)C(NC(=O)CCc1cccs1)c1ccccc1 (stereo not given)
  KDM5B inhibitor: 1%

CCN1CCN(CCCNC(=O)c2cnn(-c3ccc(C)cc3C)c2C2CCN(C(=O)OC(C)(C)C)CC2)CC1
  KDM5B inhibitor: 17%

Cc1c(C(=O)N(Cc2ccccc2)Cc2cccs2)cnn1-c1ccc(Cl)cc1
  KDM5B inhibitor: 6%

COc1cccc(CN2Cc3cc(NC(=O)CC(C)(C)C)ccc3OC(C)C2=O)c1OC (stereo not given)
  KDM5B inhibitor: u

# (continued)
SMILES,KDM5B inhibitor
CCOC(=O)c1ccccc1NC(=O)N1CCC(N2CCN(Cc3ccccc3)C(=O)C2=O)CC1,-2%
Cc1ccc(CCCOC(=O)CN2CCCC2)cc1,9%
CC1CC(=O)C(C)(C)N(C)C1 (stereo not given),17%
COc1ccccc1N1CCN(S(=O)(=O)c2ccc(-c3coc(C)n3)cc2)CC1,-25%
CCOc1ccccc1NC(=O)N1CCN(S(=O)(=O)c2ccc3c(ccn3C)c2)CC1,u
N#Cc1ccccc1CN1CCNc2nc(COc3ccccc3)n(Cc3ccccc3)c2C1=O,u
CCOC(=O)C1CCN(Cc2cc(=O)oc3cc(C)ccc23)CC1,7%
COc1ccc(NC(=O)Nc2cccc(Cl)c2Cl)c(OC)n1,33%
Cc1nsc(N)c1C(=O)OCc1csc(-c2cccc(Br)c2)n1,6%
COCCCNC(=O)CCc1ncc(-c2c(F)cccc2F)o1,11%
COc1ccc2c(n1)Sc1nc3ccccc3nc1N2,-20%
Cc1cc(C)cc(-n2c(SCC(=O)Nc3nnc(C)s3)nc3c([nH]c4ccccc43)c2=O)c1,-13%
CC1(C)CC(NC(=O)C2CCCN(c3ncnc4nc[nH]c34)C2)CC(C)(C)N1 (stereo not given),7%
COc1ccc2cc(C(=O)Nc3ccccn3)c(C)nc2c1,-5%
COc1ccccc1C(=O)NCc1ccc(-c2nc3ncccc3o2)cc1,u
Cn1nnc(-c2ccc(C(=O)NC3CCC(n4cnnc4)CC3)cc2)n1 (stereo not given),19%
CC(=O)NC1CC(c2cc(NCCCOC3CCN(C)CC3)ncn2)C1 (stereo not given),5%
O=Cc1ccc(OCc2cccc(Cl)c2)cc1,u
CCOC(=O)CSc1nc2c(c(=O)[nH]c(=O)n2C)n1Cc1cccc(Br)c1,10%
CN(C)CCCN(C(=O)COc1ccccc1)c1nc2ccc(F)cc2s1,10%
CCNC(c1ccccc1)c1ccccc1,7%
Cc1ccc(-c2noc(-c3nc(C4CC4)no3)n2)cc1,-1%
O=C1NC2(CCN(S(=O)(=O)c3ccccc3)CC2)N=C1c1cccs1,12%
O=C(CCn1ccn2nc3c(c2c1=O)CCCC3)N1CCC(Cc2ccccc2)CC1,5%
CC(C)CCn1c(CN2CCN(C(C)C)C(CCO)C2)nc2ccccc21 (stereo not given),31%[activator]
# Carrying on.
SMILES,KDM5B inhibitor
CC1(C)CC(=O)c2cc(-c3nc(-c4ccc(Cl)cc4)cs3)c(=O)n(-c3cccc(F)c3)c2C1,u
O=c1n(-c2ccncc2)nc2n1CCN([S+](=O)([O-])c1cccs1)C2,u
O=C(/C=C/c1c(Cl)cccc1Cl)c1ccc(OC(F)F)cc1OC(F)F,-17%
Cc1cn2c(=O)cc(COc3ccc(Cl)cc3)nc2s1,-13%
CC(C)CCN1CCC(N2CCN(C(=O)c3ccccc3F)CC2)C1=O (stereo not given),-8%
CC(=O)Nc1cccc(CN2CCC(N3CCCNC3=O)CC2)c1,-2%[86.2 µM]
N#CC(C#N)=NNc1ccc([N+](=O)[O-])cc1,u
O=C1CN(C(=O)c2ccc(S(=O)(=O)N3CCCCC3)cc2)C(c2ccc(F)cc2)c2cc(Cl)ccc2N1 (stereo not given),u
COc1ccc(-c2ocnc2C(=O)Nc2ccc(C)cc2Cl)cc1,14%
CCCCN1CCN(C(=O)c2cc(NC(=O)C3CCC3)cc3nc(C)ccc23)CC1,32µM*
COc1ccc(CCC(=O)N2CCN(c3ccc(OC)cc3)CC2)cc1,12%
O=C(NCCC(=O)N1CCCC(C(F)(F)F)C1)c1ccc(Cl)cc1 (stereo not given),8%
Cc1ccc2oc(C(=O)Nc3ccc4c(c3)NC(=O)C(C)O4)cc(=O)c2c1 (stereo not given),3%
COc1ccc(NC(=O)C2Cc3ccccc3N2C(=O)c2ccccc2)cc1OC (stereo not given),-9%
COCC1CN(C)CC12CCN(C(=O)CN1CCCCCC1)CC2 (stereo not given),u
CCc1cc(=O)n(CC(=O)Nc2cc(C)cc(C)c2)c(N2CCOCC2)n1,-1%
O=C1c2oc3ccccc3c(=O)c2C(c2ccccc2F)N1Cc1ccc2c(c1)OCO2 (stereo not given),7%
CCN1CC(C(=O)NCc2cccc(OCc3ccccc3)c2)CC1=O (stereo not given),5%
CCCN(CC1CC1)C(=O)CCC1CCCN(S(=O)(=O)c2ccc(C)cc2)C1 (stereo not given),u
CC(C)(Oc1nn(CCOc2ccccc2)c2ccccc12)C(=O)NCC1CCOCC1,u
COc1ccc(NC(=O)O[C@@H]2CC[C@]3(C)C(CC[C@@H](O)[C@H]3CC(=O)NCc3ccccc3)[C@]2(C)CO)cc1 (stereo not given in full),-5%
Cc1cccc(N(C)C(=O)COC(=O)c2ccc(F)c(Cl)c2)c1,5%
CCc1ccc(-c2nc(CS(=O)CC(=O)NCC(OC)OC)c(C)o2)cc1 (stereo not given),-1%
CC(C)(O)C#Cc1ccc(CN2CCN(C3CCCC3)C(CCO)C2)cc1 (stereo not given),-12%
O=C(NCc1ccccc1)c1ccc(S(=O)(=O)NCc2ccco2)cc1,-4%
# (list continues)
SMILES,KDM5B inhibitor
CCCSc1ncc(Cl)c(C(=O)Nc2c(C(=O)Nc3ccccc3)oc3ccccc23)n1,14%
CCCC1CCCN(C(=O)Cn2nc(C)c3ccccc3c2=O)CC1 (stereo not given),17%
Clc1ccc(-c2csc(NC3CCCC3)n2)c(Cl)c1,10%
O=C(COC(=O)c1cc2c(s1)CCCC2)Nc1ccc(Cl)cc1,5%
Cc1ccc(-c2cc(C(=O)Oc3cccc(Br)c3)no2)cc1,-4%
O=C(COC(=O)c1ccc(=O)[nH]c1)Nc1cccc(S(=O)(=O)N2CCOCC2)c1,39%
Cc1nn(-c2nc(-c3ccccc3)cc(C(F)(F)F)n2)c(C)c1Cl,-18%
O=C(CC1SC(=O)N(c2ccccc2)C1=O)Nc1ccc(Cl)cc1 (stereo not given),u
CC(C)c1ccc(C(=O)NC(C)c2ccccc2F)cc1 (stereo not given),18%
FC(F)(F)c1ccc(CN2CCCC3(CC(c4ccccn4)=NO3)C2)cc1 (stereo not given),-14%[115 µM]
CN1CCN(CCC(=O)Nc2ccc(Cl)cc2)CC1,u
Nn1c(SCc2cccc(S(=O)(=O)N3CCOCC3)c2)nnc1-c1ccc(Cl)cc1,5%
Cc1ccc2cccc(NC(=O)C(C)(C)Oc3ccc(Cl)cc3)c2n1,3%
CN(Cc1cccnc1)c1nc2c(c(=O)[nH]1)CCN(Cc1cc(F)ccc1F)CC2,17%
O=C(Nc1ccccc1F)N1CCCCCC1CN1CCCC1 (stereo not given),2%
O=C(OCc1ccccc1)c1cccnc1,32%
Cc1ccc(CN(C)C(=O)Cc2n[nH]c(=O)c3ccccc23)c(C)c1,-6%

# Some of these compounds in order of formula weight, ascending.
SMILES,KDM5B inhibitor
CCCN(CC1CCOC1)S(=O)(=O)c1cn(C)cn1 (stereo not given),11%
CC(=O)Nc1cccc(CN2CCC(N3CCCNC3=O)CC2)c1,-2%[86.2 µM]
COc1ccc(-c2ocnc2C(=O)Nc2ccc(C)cc2Cl)cc1,14%
Cc1ccc(NCc2cc3cc4c(cc3n(CC(=O)Nc3ccc(C)cc3)c2=O)OCCO4)cc1,-1%
